Bioassay records: PubChem, several laboratories
TRPC6 inhibitor: blocks the mouse TRPC6 cation channel. HEK293-TRPC6, membrane potential dye, ACh-evoked depolarization; active compounds read low. B-score at 10 µM. 310,000 compounds, 1.1% hits. AID 2553;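 active = B-score under library mean minus 3 SD, initial fluorescence not abnormally high, positive integrated signal ratio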;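 note: B-score derived from integrated fluorescence ratio over the kinetic read; more negative B-score means stronger inhibition of depolarization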
MrgX1 PAM: allosterically activates human MrgX1 receptor signaling | B-score at 10 µM | 310,000 compounds, 0.63% hits | Q96LB2 | MrgX1-HEK293, Fluo-4 calcium flux, FDSS; active compounds read high;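 active = plate-corrected calcium response at least 3 library SD above typical, normal starting fluorescence, not activating the receptor alone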;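 note: compound read alongside a low EC10 to EC30 dose of BAM8-22 agonist; peak minus trough fluorescence over baseline measured at the second addition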
TRPC4 act: opens the mouse TRPC4 cation channel; Q9QUQ5; HEK293 TRPC4beta/mu-opioid, Fluo4 calcium fluorescence; active compounds read high; B-score at 10 µM; 310,000 compounds, 0.49% hits; AID 2237;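 active = B-score above 5 SD of library B-scores, and initial fluorescence ratio not above library mean plus 5 SD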;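 note: positive B-score marks a calcium rise read as TRPC4 activation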
Target sequence (Q9QUQ5 whole entry, looked up): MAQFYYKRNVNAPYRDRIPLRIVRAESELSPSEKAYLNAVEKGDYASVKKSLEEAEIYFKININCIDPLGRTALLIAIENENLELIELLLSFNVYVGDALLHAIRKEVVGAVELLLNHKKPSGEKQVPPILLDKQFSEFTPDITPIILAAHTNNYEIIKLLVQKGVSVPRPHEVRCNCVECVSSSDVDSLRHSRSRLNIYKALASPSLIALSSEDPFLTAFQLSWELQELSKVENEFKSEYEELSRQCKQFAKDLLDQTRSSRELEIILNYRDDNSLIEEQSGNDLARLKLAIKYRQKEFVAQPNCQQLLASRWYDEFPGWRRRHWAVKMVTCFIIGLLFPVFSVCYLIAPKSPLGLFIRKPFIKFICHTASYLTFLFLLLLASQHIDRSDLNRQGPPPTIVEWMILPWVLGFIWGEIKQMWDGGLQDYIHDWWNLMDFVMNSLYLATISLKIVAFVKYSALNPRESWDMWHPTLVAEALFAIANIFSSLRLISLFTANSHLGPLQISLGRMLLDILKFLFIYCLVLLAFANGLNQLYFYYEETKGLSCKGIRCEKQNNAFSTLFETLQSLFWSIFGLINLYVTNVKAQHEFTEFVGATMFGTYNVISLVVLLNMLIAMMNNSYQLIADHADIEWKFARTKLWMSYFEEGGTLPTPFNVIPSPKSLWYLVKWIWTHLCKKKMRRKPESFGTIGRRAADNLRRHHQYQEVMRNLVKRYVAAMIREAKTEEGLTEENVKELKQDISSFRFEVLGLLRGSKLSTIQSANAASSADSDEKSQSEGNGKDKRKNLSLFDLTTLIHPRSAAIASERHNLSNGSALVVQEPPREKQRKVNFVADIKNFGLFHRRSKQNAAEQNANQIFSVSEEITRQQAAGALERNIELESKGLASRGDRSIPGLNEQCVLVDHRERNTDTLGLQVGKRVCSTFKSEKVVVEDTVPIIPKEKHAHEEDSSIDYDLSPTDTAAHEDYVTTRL
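Technique: kinetic Fluo4 calcium fluorescence; Test system: TRPC4beta and mu-opioid receptor HEK293 stable cells; Measure: B-scored integrated calcium fluorescence ratio; Benchmarks: low control buffer alone, high control maximal DAMGO; Schedule: 45 min room-temperature Fluo4 loading, 110 s read.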
MrgX1 agonist: human MrgX1 receptor agonism, primary screen; B-score at 10 µM; 310,000 compounds, 0.44% hits; MrgX1-HEK293 cells, Fluo-4 calcium fluorescence, agonist mode; active compounds read high; Q96LB2; AID 588627;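 active = calcium response B-score plate-corrected fluorescence ratio at least 3 library SD, with starting fluorescence B-score inside 5 SD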
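Assay system: MrgX1-expressing HEK293 cells / Amount: fifteen thousand cells per well / Doses: test compound in the initial addition of three / Timing: cells plated overnight, dye loaded 0.5 h 37 °C, 0.5 h room temperature / Technique: kinetic calcium dye fluorescence, Fluo-4 NW / Control set: positive and negative controls per plate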
MrgX1 antag: human MrgX1 receptor antagonism, primary screen | B-score at 10 µM | Q96LB2 | 310,000 compounds, 1.3% hits | MRGX1-HEK293 calcium flux, Fluo-4, BAM8-22 antagonism; active compounds read low;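 active = calcium-response B-score plate-corrected more than 3 library SD below zero, starting fluorescence within 5 deviations, no agonist response on first addition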;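 note: peak minus trough fluorescence over baseline after final BAM8-22 challenge near maximal dose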
TRPC6 activator: mouse TRPC6 channel activation; 310,000 compounds, 0.13% hits; B-score at 10 µM; HEK293-TRPC6 membrane potential dye fluorescence; active compounds read high;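 active = B-score of the integrated fluorescence ratio above library mean plus 3 SD, and starting fluorescence ratio within library mean plus 5 SD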;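 note: higher score means more depolarization so channel activation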
SKKanGAS inh: blocks kanamycin growth of S. pyogenes SKKanGAS strain. BacTiter-Glo, 6 h. inhibition, % at 7.5 µM. 300,000 compounds, 1.3% hits. AID 1662;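 active = mean replicate score, as percent of positive control median, at least 50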;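 note: strain carries kanamycin resistance gene driven by streptokinase promoter and grows in 40 µg/ml kanamycin; loss of luminescence reflects streptokinase promoter inhibition or plain growth inhibition; 0% = median of DMSO wells and 100% = positive control at its reference dose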
TRPC4 potent: TRPC4 (mouse) allosteric potentiation | Q9QUQ5 | HEK293 TRPC4beta/mu-opioid, DAMGO EC20, Fluo-4 Ca2+ flux; active compounds read high | B-score at 10 µM | 310,000 compounds, 0.42% hits | AID 2227;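 active = B-score of calcium response area above 5 SD of library B-scores, with initial fluorescence ratio within 5 SD of library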;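 note: B-score of integrated fluorescence ratio over time as area under calcium response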
TRPC4 inh: TRPC4 (mouse) channel inhibition | 300,000 compounds, 0.39% hits | Q9QUQ5 | AID 2247 | HEK293 TRPC4beta/mu-opioid, DAMGO-evoked Fluo4 calcium flux; active compounds read low | B-score at 10 µM;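 active = B-score over 3 SD under the library average, no early fluorescence shift, positive overall ratio signal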
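Signal: kinetic Fluo4 fluorescence imaging of calcium influx. Material: stable TRPC4beta/mu-opioid receptor HEK293 cells. Probe or stimulus: DAMGO in two steps, submaximal then maximal.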
TMEM16A act: mouse TMEM16A channel activation, primary screen; HEK293 TMEM16A/YFP-H148Q/I152L, iodide quench fluorescence; active compounds read low; B-score at 10 µM; 340,000 compounds, 0.3% hits; AID 623877;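 active = fluorescence-ratio B-score plate-corrected deviation score at least 3 library SD below zero, with starting fluorescence score within 5 deviations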;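 note: channel opened by trigger with iodide after compound preincubation; score built on the fluorescence ratio of max minus min over baseline; more negative score means more quench and so TMEM16A activation or potentiation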
TMEM16A inh: inhibitors of mouse TMEM16A calcium-activated chloride channel. Q8BHY3. HEK293 TMEM16A/YFP iodide influx fluorescence, ionomycin. AID 588511. 310,000 compounds, 1.2% hits. normalized B-score (activity score, 25-100; higher = stronger inhibition) at 10 µM;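 active = ratio plate-corrected score three or more library SD toward inhibition, starting fluorescence score within five deviations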;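 note: score derived from kinetic fluorescence span divided by baseline fluorescence per well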
Numbers without * were called inactive; i = inactive; nt = not tested or not shown.

SMILES	TRPC6 inhibitor	MrgX1 PAM	TRPC4 act	MrgX1 agonist	MrgX1 antag	TRPC6 activator	SKKanGAS inh	TRPC4 potent	TRPC4 inh	TMEM16A act	TMEM16A inh
CC(C)Oc1ccc(CNC(=O)C2CCCN(S(=O)(=O)N3CCOCC3)C2)cc1 (stereo unspecified)	i	i	i	i	i	i	-1.6	i	i	i	i
CCC(C(=O)N1CCN(c2cccc(Cl)c2)CC1)c1ccccc1 (stereo unspecified)	i	i	i	i	i	i	-4.4	i	i	i	i
C/C(CC(=O)Nc1ccc(C)c(Cl)c1)=N\NC(=O)C1CCCCC1	i	i	i	i	i	i	-6.1	i	i	i	i
Brc1cc2c(cc1CN1CCc3ccccc3C1)OCO2	-7.26*	i	i	i	i	i	11.4	i	i	i	i
O=C(CN1N=C(c2ccccc2)CCC1=O)NCCN1CCc2ccccc2C1	i	i	i	i	i	i	-3.2	i	i	i	i
CCOC(=O)C1CCCN(C(=O)CN2C(=O)NC(C)(c3ccc4ccccc4c3)C2=O)C1 (stereo unspecified)	i	i	i	i	i	i	-2.9	i	i	i	i
Nc1ncnc2oc(-c3ccco3)c(-c3ccco3)c12	i	i	i	i	i	i	-6.3	i	i	i	i
CCN1CCN(C(=O)c2ccccc2N(Cc2ccccc2)S(=O)(=O)c2ccc(C)cc2)CC1	i	i	i	i	i	i	-3.0	i	i	i	i
CCOC(=O)NCCc1ccc(OC)cc1	i	i	i	i	i	i	1.2	i	i	i	i
COCCCNC(=O)CSC1=Nc2ccccc2C2=NC(c3ccccc3)C(=O)N12 (stereo unspecified)	i	i	i	i	i	i	-7.3	i	i	i	i
COc1ccc(C(=O)n2nc(-c3ccc(Cl)cc3)nc2N)cc1OC	i	i	i	i	i	i	-2.0	i	i	i	i
COc1ccc(/C=C(\NC(=O)c2cccs2)C(=O)N2CCOCC2)cc1OC	i	i	i	i	i	i	3.1	i	i	i	i
Cc1ccc(O)c(NC(=S)NC(=O)/C=C/c2ccccc2)c1	i	i	i	i	i	i	-5.4	i	i	i	i
Cc1ccc(/C=N/n2c(-c3ccncc3)n[nH]c2=S)s1	i	i	i	i	i	i	4.3	i	i	i	i
O=[N+]([O-])c1ccccc1S(=O)(=O)Oc1ccc(C(=S)N2CCOCC2)cc1	i	i	i	i	i	i	1.2	i	i	i	i
Cc1cc(C)c2sc(NC(=O)c3ccc([N+](=O)[O-])o3)nc2c1	i	20.5*	i	i	i	i	9.6	i	i	i	i
CCOC(=O)C(C)Sc1nc(-c2cccs2)ccc1C#N (stereo unspecified)	i	i	i	i	i	i	-2.4	i	i	i	i
CN(C)c1cccc(C(=O)OCC(=O)Nc2ccccc2Cl)c1	i	i	i	i	i	i	4.5	i	i	i	i
O=c1[nH]cnc2scc(-c3cccs3)c12	i	i	i	i	i	i	-8.8	i	i	i	i
COc1cc(OC)cc(C(=O)N2CCC(N3CCN(c4ccccc4)CC3)CC2)c1	i	i	i	i	i	i	-2.4	i	i	i	i
CC1=C(C(=O)Nc2ccccc2)C(c2ccccn2)n2ncnc2N1 (stereo unspecified)	i	i	i	i	i	i	4.5	i	i	i	i
Cc1ccc(NS(=O)(=O)c2c(C)[nH]c(C)c2C(=O)N2CCCCC2)c(Br)c1	i	i	i	i	i	i	2.5	i	i	i	i
COc1ccc(C2C(C(=O)Nc3cccnc3)=C(C)Nc3nc(-c4cccs4)nn32)cc1OC (stereo unspecified)	i	i	i	i	i	i	-5.3	i	i	i	i
CC1/C(=N/O)CC(c2ccccc2)N(C)C1c1ccccc1 (stereo unspecified)	i	i	i	i	i	i	-2.3	i	i	i	i
O=C(CCl)Nc1ccc(Sc2ccc(NC(=O)CCl)cc2)cc1	i	nt	i	nt	nt	i	2.5	i	i	i	nt
O=[N+]([O-])c1ccc(Oc2ccc(S(=O)(=O)Nc3ccccc3)cc2)cc1	i	i	i	i	i	i	19.1	i	i	i	25*
Cn1c(=O)n(C)c2cc(NS(=O)(=O)c3ccc(F)cc3)ccc21	i	i	i	i	i	i	-7.5	i	i	i	i
C=CCn1c(O)c(N=O)c2cc(C)ccc21	i	i	i	i	i	i	1.8	i	i	i	i
Cc1ccc(N(Cc2cc3ccccc3[nH]c2=O)S(=O)(=O)c2ccccc2)cc1	i	i	i	i	i	i	2.4	i	i	i	i
COc1ccc(-c2cc(C(F)(F)F)n3nc(C(=O)NCCCn4ccnc4)cc3n2)cc1	i	i	i	i	i	i	4.1	i	i	i	i
COC(=O)c1c(NC(=O)c2ccc([N+](=O)[O-])o2)sc2c1CCN(C(C)C)C2	i	i	i	i	i	i	57.0*	i	i	i	i
O=S(=O)(NCCCN1CCN(c2ccccc2F)CC1)c1cccc2cccnc12	i	i	i	i	i	i	4.1	i	i	i	i
NC(=O)c1ccc(NC(=O)CSc2nnc(-c3ccncc3)n2Cc2ccco2)cc1	i	i	i	i	i	i	2.1	i	i	i	i
COc1ccccc1CN(C)C(=O)C(c1ccccc1)c1ccccc1	i	i	i	i	i	i	4.4	i	i	i	i
CCOc1cc(/C=C\c2nc(O)c([N+](=O)[O-])c(=O)[nH]2)ccc1OC(C)CC (stereo unspecified)	i	i	i	i	i	i	6.2	i	i	i	i
CCOc1ccccc1NC(=S)NC(=O)c1ccco1	i	nt	i	nt	nt	i	-2.2	i	i	i	nt
CCCS(=O)(=O)C(=C1Nc2ccccc2N1)S(=O)(=O)CCC	i	i	i	i	i	i	-8.8	i	i	i	i
Cc1ccc(CN2CC(C(=O)N(C)CC(=O)Nc3cccc(F)c3)CC2=O)cc1 (stereo unspecified)	i	i	i	i	i	i	-7.1	i	i	i	i
CCOC(=O)C1(Cc2ccccc2C(F)(F)F)CCN(CC2CC2)CC1	i	i	i	i	i	i	2.4	i	i	i	i
Cc1cccc(N/N=C/c2ccncc2)c1	i	i	i	i	i	i	-2.0	i	i	i	i
CNC(=O)c1ccc2c(c1)nnn2C	i	i	i	i	i	i	-4.8	i	i	i	i
O=C(C(=O)N1CCN(c2ccc(F)cc2)CC1)N1CCCCC1	i	i	i	i	i	i	-8.3	i	i	i	i
CN1CCN(C2=C(Cl)C(=O)N(C3CCCCC3)C2=O)CC1	i	i	i	i	i	i	0.9	i	i	i	i
C/C(CC1(O)C(=O)N(Cc2ccccc2)c2ccccc21)=N\O (stereo unspecified)	i	i	i	i	i	i	0.8	i	i	i	i
CCCC(CCC)C(=O)Oc1cc(C)[nH]c(=O)c1[N+](=O)[O-]	i	i	i	i	i	i	-12.5	i	i	i	i
O=C(Cn1ncc2c([nH]c3ccccc32)c1=O)Nc1ccc(F)cc1F	i	i	i	i	i	i	-3.2	i	i	i	i
Cc1cc(C)c2c(c1)C1C=CCC1C(c1ccc(S(=O)(=O)N3CCOCC3)cc1)N2 (stereo unspecified)	i	i	i	i	i	i	-6.8	i	i	i	i
C[C@H](NC(=O)[C@@H]1Cc2ccccc2CN1C(=O)OC(C)(C)C)C(=O)NC1CCCC1	i	i	i	i	i	i	-1.2	i	i	i	i
CC1CCCN(C2=NC(=O)/C(=C/c3cn(-c4ccccc4)nc3-c3cccc(S(=O)(=O)N(C)C)c3)S2)C1 (stereo unspecified)	i	i	i	i	i	i	11.6	i	i	i	i
CC(Oc1cc(C(F)(F)F)cc(C(F)(F)F)c1)C(=O)NC(N)=O (stereo unspecified)	i	i	i	i	i	i	-1.9	i	i	i	i
Further structures.
SMILES	TRPC6 inhibitor	MrgX1 PAM	TRPC4 act	MrgX1 agonist	MrgX1 antag	TRPC6 activator	SKKanGAS inh	TRPC4 potent	TRPC4 inh	TMEM16A act	TMEM16A inh
Cc1cccc(C)c1OCC(=O)N/N=C/c1cc2c(cc1[N+](=O)[O-])OCO2	i	i	i	i	i	i	4.0	i	i	i	i
COc1ccc(-n2c3nc4ccccc4nc3c3c(=N)oc(C)nc32)cc1	i	i	i	i	i	i	2.1	i	i	i	i
CCn1c(CCNC(=O)c2ccc(OC)cc2)nnc1SCC(=O)Nc1ccccc1F	i	i	i	i	i	i	0.0	i	i	i	i
O=C(O)CC1(Cc2nc(-c3cccs3)no2)CCCC1	i	i	i	i	i	i	0.1	i	i	i	i
COc1ccc(NC(=O)CSc2nc3ccc(Nc4nc(N5CCOCC5)nc(N5CCOCC5)n4)cc3s2)cc1	i	i	i	i	i	i	12.2	i	i	i	i
O=C(c1cc2cc(Br)ccc2o1)N1CCOCC1	i	i	i	i	i	i	-21.3	i	i	i	i
CCOc1ccc(N(CC(=O)NCc2cccnc2)S(=O)(=O)c2ccc(F)cc2)cc1	i	i	i	i	i	i	9.3	i	i	i	i
O=C(Cc1ccsc1-c1ccccc1)NO	i	i	i	i	i	i	2.2	i	i	i	i
O=C(Cn1c(=O)cnc2ccccc21)N1CCN(S(=O)(=O)c2ccccc2Br)CC1	i	i	i	i	i	i	-1.4	i	i	i	i
COCCSc1nnc(NC(=O)C2CC(=O)N(c3ccc(Cl)cc3)C2)s1 (stereo unspecified)	i	i	i	i	i	i	2.0	i	i	i	i
CNS(=O)(=O)c1ccc(NC(=O)C(CCSC)NC(N)=O)cc1 (stereo unspecified)	i	i	i	i	i	i	3.4	i	i	i	i
CN1CCN(C(=O)CCN2C(=O)c3ccccc3S2(=O)=O)CC1	i	i	i	i	-7.45*	i	-7.5	i	i	i	i
N#CCCN(Cc1ccccc1)C(=O)c1nccnc1C(=O)O	i	i	i	i	i	i	1.9	i	i	i	i
CN(C)c1ccc(/C=N/NC(=O)CNC(=O)/C=C/c2ccccc2)cc1	i	i	i	i	i	i	0.1	i	i	i	i
Cc1ccc(C2CC(C(F)(F)F)n3nc(C(=O)Nc4c(C)n(C)n(-c5ccccc5)c4=O)cc3N2)cc1 (stereo unspecified)	i	i	i	i	i	i	8.5	i	i	i	i
O=C(Cn1c(C(F)(F)F)nc2ccccc21)c1ccccc1	i	i	i	i	i	i	1.5	i	i	i	i
CN(c1ncnc(N)c1[N+](=O)[O-])C1CCCCC1	i	i	i	26.8*	i	i	-0.8	i	i	i	i
Cc1cc(NN)nc(Cc2ccccc2)n1	i	i	i	i	i	i	0.6	i	i	i	i
